Runt-SMMHC FRET: blocks binding of human RUNX1 Runt domain to CBFb-SMMHC; 0.74% of 220,000 active; inhibition, % at 20 µM; Cerulean-Runt/Venus-CBFb-SMMHC FRET ratio 530/480, 1 h; Q01196+Q13951; AID 1434;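 active means mean inhibition across duplicate retests at 20 µM reaching about 50%, limit read from the data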;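 further: 0% = DMSO wells and 100% = wells with excess untagged CBFb-SMMHC; inhibitors lower the FRET ratio by blocking Runt binding to CBFb-SMMHC; some results filed as inactive read as strong as hits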
Target sequence (Q01196 whole entry, looked up, the tested form may be a part): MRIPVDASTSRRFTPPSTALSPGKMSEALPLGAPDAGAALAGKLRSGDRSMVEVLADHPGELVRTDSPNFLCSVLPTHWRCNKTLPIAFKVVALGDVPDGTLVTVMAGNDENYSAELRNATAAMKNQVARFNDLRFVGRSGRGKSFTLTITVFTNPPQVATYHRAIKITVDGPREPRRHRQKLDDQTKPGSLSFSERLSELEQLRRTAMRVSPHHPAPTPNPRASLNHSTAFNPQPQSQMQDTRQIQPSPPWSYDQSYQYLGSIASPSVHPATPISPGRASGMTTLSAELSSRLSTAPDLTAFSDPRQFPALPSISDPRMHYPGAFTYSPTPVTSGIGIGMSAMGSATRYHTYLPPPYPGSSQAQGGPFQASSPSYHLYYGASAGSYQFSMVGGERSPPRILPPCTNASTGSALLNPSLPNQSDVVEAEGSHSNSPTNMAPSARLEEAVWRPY
Target sequence (Q13951 whole entry, looked up, the tested form may be a part): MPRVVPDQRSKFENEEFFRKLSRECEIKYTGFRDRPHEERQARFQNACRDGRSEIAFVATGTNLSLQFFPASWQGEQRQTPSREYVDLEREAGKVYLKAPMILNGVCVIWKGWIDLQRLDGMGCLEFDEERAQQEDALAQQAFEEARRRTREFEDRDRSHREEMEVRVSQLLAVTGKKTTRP
p97 ATPase inh: inhibitors of human p97 ATPase. P55072. recombinant p97 ATPase, Kinase-Glo ATP luminescence, 3 h. inhibition, % at 8 µM. 0.42% of 220,000 active. AID 1481; in the data active means inhibition above about 15%;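 further: 0% = DMSO vehicle and 100% = wells lacking enzyme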
EBV gp42 inh: EBV gp42 inhibition | Q1HVG2 | Fluorescence polarization binding assay, mP read-out | inhibition, % (tested at 21.74 µM) | 0.42% of 220,000 active; in the data active means inhibition above about 50%
NCF1 inh: blocks human p47phox regulatory protein of NADPH oxidases; P14598; p47phox/p22phox peptide binding, fluorescence polarization, 2 h; inhibition, % at 24.7 µM; 0.53% of 220,000 active; AID 1274;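 active means inhibition above about 30%, limit read from the data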;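 further: 0% = p47phox with labelled peptide and 100% = labelled peptide alone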
Target sequence (P14598 whole entry, looked up): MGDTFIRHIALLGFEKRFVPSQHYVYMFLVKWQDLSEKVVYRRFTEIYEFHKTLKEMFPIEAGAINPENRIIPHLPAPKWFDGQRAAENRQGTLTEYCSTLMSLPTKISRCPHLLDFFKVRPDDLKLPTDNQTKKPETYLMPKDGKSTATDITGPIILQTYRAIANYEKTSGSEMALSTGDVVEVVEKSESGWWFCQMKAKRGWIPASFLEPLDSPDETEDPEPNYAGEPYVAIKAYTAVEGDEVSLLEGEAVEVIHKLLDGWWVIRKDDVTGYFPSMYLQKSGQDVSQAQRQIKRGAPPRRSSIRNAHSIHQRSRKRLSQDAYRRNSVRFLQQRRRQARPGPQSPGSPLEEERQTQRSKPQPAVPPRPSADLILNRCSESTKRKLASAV
TbHK1 inh: blocks Trypanosoma brucei hexokinase 1 activity; recombinant TbHK1, G6PDH-coupled NADH A340; inhibition, % at 10 µM; 0.11% of 220,000 active;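 active means inhibition of 50% or more in the single-dose primary screen; inactive means inhibition below 50%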
Furin inhibitor: human furin inhibition; purified furin, fluorogenic substrate cleavage; inhibition, % at 30 µM; 0.061% of 220,000 active; in the data active means inhibition above about 25%; further: inactives centre near -15
RBBP9 inhibitor: blocks human serine hydrolase RBBP9 | O75884 | recombinant RBBP9, FP-Rh probe fluorescence polarization | inhibition, % at 7.94 µM | 0.2% of 220,000 active | AID 1515;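 active means inhibition above the campaign mean of all tested compounds plus 3 SD, cut at about 14% in these data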;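 further: plate controls were DMSO wells with RBBP9 for no effect and wells lacking RBBP9 protein for full effect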
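system = RBBP9 protein | input = RBBP9 at 2.5 µM in dispensed solution, before mixing | measured by = fluorescence polarization (mP), excitation 525 nm, emission 598 nm | incubation = enzyme-compound preincubation 30 min, then probe labeling 45 min, 25 °C | buffer or medium = Tris-NaCl-Pluronic buffer, pH 8.0 | compound = single dose 7.94 µM | also added = FP-Rh probe, 375 nM dispensing solution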
Runt-CBFb FRET: Runt domain-CBFb interaction inhibition | inhibition, % at 20 µM | 0.46% of 220,000 active | AID 1496 | Cerulean-Runt/Venus-CBFb FRET ratio 530/480, 1 h;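 active means inhibition over about 50% at 20 µM in the single-dose screen, limit read from the data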;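 further: 0% = DMSO wells and 100% = excess unlabeled CBFb competitor control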
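Doses: 20 µM compound in 1% DMSO | Material: Cerulean-labeled Runt domain protein | Amount: Each fluorescent fusion protein 100 nM | Schedule: Two 1 h room-temperature incubations shielded from light | Measured by: FRET fluorescence | Evaluation: Loss of energy transfer signal | Controls: Unlabeled CBFb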
m-calpain inh: calpain II (pig) inhibition; purified calpain II, fluorogenic peptide substrate, 30 min; inhibition, % at 16 µM; 0.37% of 220,000 active;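 active means inhibition above about 50%, limit read from the data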
* = called active by the depositor; [ ] = another dose, or the depositor's remark.

Cc1ccc(C(=O)Oc2ccc(C(=O)COC(=O)c3cnccn3)cc2)cc1 was read as Runt-SMMHC FRET 7, p97 ATPase inh 2, EBV gp42 inh -24, NCF1 inh -33, TbHK1 inh -10, Furin inhibitor -23[20 µM], RBBP9 inhibitor -2, Runt-CBFb FRET -2 and m-calpain inh 5.
For Cc1nnc(SCCn2c(N3CC(C)CC(C)C3)nc3c2c(=O)n(C)c(=O)n3C)s1 (stereo not drawn) the results were Runt-SMMHC FRET 0, p97 ATPase inh 3, EBV gp42 inh -22, NCF1 inh -12, TbHK1 inh 3, Furin inhibitor -17[20 µM], RBBP9 inhibitor 1, Runt-CBFb FRET 0 and m-calpain inh -10.
For O=C(NC(Cc1ccccc1)c1nc2ccccc2[nH]1)c1ccc(Cl)c([N+](=O)[O-])c1 (stereo not drawn) the results were Runt-SMMHC FRET 1, p97 ATPase inh 4, EBV gp42 inh -8, NCF1 inh -21, TbHK1 inh 3, Furin inhibitor -19, RBBP9 inhibitor -8, Runt-CBFb FRET 3 and m-calpain inh -2.
FC(F)(F)c1ccncc1-c1nnnn1-c1ccc(Cl)cc1 was read as Runt-SMMHC FRET -7, p97 ATPase inh 10, EBV gp42 inh -2, NCF1 inh -5, TbHK1 inh 0, Furin inhibitor -18, RBBP9 inhibitor 2, Runt-CBFb FRET -2 and m-calpain inh 14.
`Cn1c(=O)c2c(nc(CN3CCc4ccccc4C3)n2CCc2ccccc2)n(C)c1=O` gave p97 ATPase inh 2, TbHK1 inh -5, Furin inhibitor 5[20 µM] and RBBP9 inhibitor -9.
`COCC(C)OC(=O)C(C#N)c1nc2ccccc2nc1N1CCN(Cc2ccccc2)CC1` (stereo not drawn) gave Runt-SMMHC FRET 72*, p97 ATPase inh 0, EBV gp42 inh -11, NCF1 inh -12, TbHK1 inh -11, Furin inhibitor -25, RBBP9 inhibitor 8, Runt-CBFb FRET 44 and m-calpain inh -14.
For O=C1c2ccccc2NC(c2ccccc2Cl)N1N=C1CCCCCC1 (stereo not drawn) the results were Runt-SMMHC FRET 5, p97 ATPase inh 1, EBV gp42 inh -4, NCF1 inh -10, TbHK1 inh -3, Furin inhibitor -26, RBBP9 inhibitor -4, Runt-CBFb FRET 3 and m-calpain inh -339.
For CCCOc1ccc(Cc2nc(N)nc(N)n2)cc1 the results were Runt-SMMHC FRET -1, p97 ATPase inh 5, EBV gp42 inh 6, NCF1 inh -5, TbHK1 inh 34, Furin inhibitor -11, RBBP9 inhibitor -8, Runt-CBFb FRET -1 and m-calpain inh 16.
For CCOC(=O)n1c(=O)n(Cc2c(Cl)cccc2Cl)c2ccccc21 the results were Runt-SMMHC FRET 1, p97 ATPase inh 2, EBV gp42 inh -12, NCF1 inh -3, TbHK1 inh -2, Furin inhibitor -17[20 µM], RBBP9 inhibitor 1, Runt-CBFb FRET -1 and m-calpain inh 20.
For CCCCCCC(=O)NNC(=O)CC(=O)Nc1ccccc1C(=O)O the results were Runt-SMMHC FRET 2, p97 ATPase inh 3, EBV gp42 inh -18, NCF1 inh 5, TbHK1 inh -3, Furin inhibitor -27, RBBP9 inhibitor -2, Runt-CBFb FRET 1 and m-calpain inh 18.
For CN=c1scc(-c2ccccc2Br)n1/N=C/c1ccc[nH]1 the results were Runt-SMMHC FRET -8, p97 ATPase inh -4, EBV gp42 inh 12, NCF1 inh -10, TbHK1 inh -14, Furin inhibitor -13, RBBP9 inhibitor -10, Runt-CBFb FRET 8 and m-calpain inh 2.
For CSc1ccccc1C(=O)NCCc1ccc(S(=O)(=O)N2CCCCC2)cc1 the results were Runt-SMMHC FRET 3, p97 ATPase inh -4, EBV gp42 inh 2, NCF1 inh -1, TbHK1 inh -11, Furin inhibitor -23[20 µM], RBBP9 inhibitor -1, Runt-CBFb FRET -3 and m-calpain inh 17.
`CC(=O)c1ccc(NC(=S)NCCc2ccccn2)cc1` gave Runt-SMMHC FRET -2, p97 ATPase inh 6, EBV gp42 inh -4, NCF1 inh -5, TbHK1 inh 20, Furin inhibitor -3, RBBP9 inhibitor 1, Runt-CBFb FRET -4 and m-calpain inh 9.
`COCCCNCCOCCOc1ccccc1-c1ccccc1` gave Runt-SMMHC FRET 4, p97 ATPase inh 2, EBV gp42 inh -3, NCF1 inh -4, TbHK1 inh 7, Furin inhibitor -15, RBBP9 inhibitor -4, Runt-CBFb FRET -1 and m-calpain inh -4.
For COc1ccc(NC(=O)C(Cc2ccccc2)n2cccc2)c(OC)c1 (stereo not drawn) the results were Runt-SMMHC FRET 3, p97 ATPase inh 2, EBV gp42 inh -10, NCF1 inh -12, TbHK1 inh -5, Furin inhibitor -20, RBBP9 inhibitor 6, Runt-CBFb FRET -1 and m-calpain inh 18.
Screening COc1ccc(-n2cnc3scc(-c4ccc(OC)c(OC)c4)c3c2=O)cc1 returned Runt-SMMHC FRET 2, p97 ATPase inh 1, EBV gp42 inh -13, NCF1 inh -3, TbHK1 inh -6, Furin inhibitor -16, RBBP9 inhibitor -4, Runt-CBFb FRET 0 and m-calpain inh -8.
`CCCOc1ccc(NC(=O)CC2Nc3ccccc3NC2=O)cc1` (stereo not drawn) gave Runt-SMMHC FRET 2, p97 ATPase inh 6, EBV gp42 inh -25, NCF1 inh -4, TbHK1 inh 0, Furin inhibitor -18, RBBP9 inhibitor 1, Runt-CBFb FRET -1 and m-calpain inh -31.
Nc1nc2n(n1)C(c1cccs1)CC(c1ccc(Br)cc1)N2 (stereo not drawn) was read as Runt-SMMHC FRET 0, p97 ATPase inh 0, EBV gp42 inh -12, NCF1 inh -10, TbHK1 inh -4, Furin inhibitor 4, RBBP9 inhibitor -5, Runt-CBFb FRET 2 and m-calpain inh -27.
For COc1ccc(C2CC2/C(C)=N/OC(=O)c2cccs2)cc1 (stereo not drawn) the results were Runt-SMMHC FRET 1, p97 ATPase inh -1, EBV gp42 inh 2, NCF1 inh 0, TbHK1 inh -3, Furin inhibitor -15[20 µM], RBBP9 inhibitor 1, Runt-CBFb FRET -2 and m-calpain inh -24.
CN1CC=C2C(C#N)=C(N)C(C#N)(C#N)[C@H](c3cccs3)[C@H]2C1 was read as Runt-SMMHC FRET 75*, p97 ATPase inh 6, EBV gp42 inh 36, NCF1 inh -3, TbHK1 inh -9, Furin inhibitor -10[20 µM], RBBP9 inhibitor 8, Runt-CBFb FRET 37 and m-calpain inh -13.
`Cc1cc(C)cc(C(=O)N2CCN=C2c2ccccc2)c1` gave Runt-SMMHC FRET -1, p97 ATPase inh -3, EBV gp42 inh 13, NCF1 inh 3, TbHK1 inh -9, Furin inhibitor -16, RBBP9 inhibitor -4, Runt-CBFb FRET -4 and m-calpain inh -7.
Screening COc1cc(OC)cc(N(C(=O)c2ccco2)C(C(=O)NC2CCCC2)c2ccc(N(C)C)cc2)c1 (stereo not drawn) returned Runt-SMMHC FRET 2, p97 ATPase inh 0, EBV gp42 inh 8, NCF1 inh -5, TbHK1 inh -2, Furin inhibitor -22, RBBP9 inhibitor -4, Runt-CBFb FRET 0 and m-calpain inh -13.
`C=CCn1c(-c2csc3c2CCC(C)C3)n[nH]c1=S` (stereo not drawn) gave Runt-SMMHC FRET 44, p97 ATPase inh -1, EBV gp42 inh 2, NCF1 inh -3, TbHK1 inh 8, Furin inhibitor -18, RBBP9 inhibitor -5, Runt-CBFb FRET 5 and m-calpain inh 12.
For CCCn1c(SCC(=O)Nc2nnc(C)s2)nnc1-c1ccoc1C the results were Runt-SMMHC FRET -4, p97 ATPase inh 0, EBV gp42 inh -7, NCF1 inh -18, TbHK1 inh 6, Furin inhibitor -37, RBBP9 inhibitor -1, Runt-CBFb FRET 0 and m-calpain inh -6.
Screening Cc1nc2c(c(=O)n1CCC1=CCCCC1)c1nc3ccccc3nc1n2/N=C/c1ccccc1 returned Runt-SMMHC FRET 3, p97 ATPase inh 0, EBV gp42 inh -4, NCF1 inh -99, TbHK1 inh -16, Furin inhibitor -14[20 µM], RBBP9 inhibitor 0, Runt-CBFb FRET 0 and m-calpain inh -104.
Screening Cc1ccc(SCc2[nH]nc3c2C2(C(=O)Nc4ccc([N+](=O)[O-])cc42)C(C#N)=C(N)O3)cc1 (stereo not drawn) returned Runt-SMMHC FRET 4, p97 ATPase inh 4, EBV gp42 inh -8, NCF1 inh -12, TbHK1 inh -5, Furin inhibitor -6[20 µM], RBBP9 inhibitor -7, Runt-CBFb FRET 14 and m-calpain inh 0.
For COc1ccc(NC2CS(=O)(=O)CC2NCc2ccco2)cc1 (stereo not drawn) the results were Runt-SMMHC FRET -3, p97 ATPase inh 4, EBV gp42 inh -23, NCF1 inh 2, TbHK1 inh -1, Furin inhibitor -16, RBBP9 inhibitor -12, Runt-CBFb FRET 3 and m-calpain inh -13.
`CCOC(=O)C1CCN(C(=O)C2(NC(=O)NC3CCCCC3)CCCCC2)CC1` gave Runt-SMMHC FRET -3, p97 ATPase inh 1, EBV gp42 inh -4, NCF1 inh 1, TbHK1 inh 3, Furin inhibitor -8, RBBP9 inhibitor -5, Runt-CBFb FRET 1 and m-calpain inh -6.
`Cc1ccc(C(=O)NCC(=O)OCC(=O)Nc2ccccc2[N+](=O)[O-])cc1` gave Runt-SMMHC FRET 1, p97 ATPase inh 2, EBV gp42 inh -1, NCF1 inh -2, TbHK1 inh -6, Furin inhibitor -26, RBBP9 inhibitor -7, Runt-CBFb FRET -2 and m-calpain inh 4.
CCCN1Cc2cccc(C(=O)Nc3ccc(CN4CCCC4)cc3)c2C1=O was read as Runt-SMMHC FRET -1, p97 ATPase inh 3, EBV gp42 inh -8, NCF1 inh -6, TbHK1 inh -15, Furin inhibitor -20, RBBP9 inhibitor -4, Runt-CBFb FRET 0 and m-calpain inh -3.
Screening COc1ccc(CNC(=O)C2CC(c3ccc(F)cc3)=NO2)cc1 (stereo not drawn) returned Runt-SMMHC FRET 1, p97 ATPase inh 0, EBV gp42 inh -11, NCF1 inh -5, TbHK1 inh -6, Furin inhibitor -14, RBBP9 inhibitor -3, Runt-CBFb FRET 0 and m-calpain inh 24.
`COc1ccc(Cl)c2c1[nH]c1nc(SCc3ccccn3)nnc12` gave Runt-SMMHC FRET -11, p97 ATPase inh 7, EBV gp42 inh -2, NCF1 inh -18, TbHK1 inh -6, Furin inhibitor -5, RBBP9 inhibitor -8, Runt-CBFb FRET -11 and m-calpain inh -9.
O=C1C2C3c4ccccc4C(c4ccccc43)C2C(=O)N1c1ccncc1 (stereo not drawn) was read as Runt-SMMHC FRET -5, p97 ATPase inh -5, EBV gp42 inh -5, NCF1 inh 0, TbHK1 inh 6, Furin inhibitor -10, RBBP9 inhibitor -1, Runt-CBFb FRET 1 and m-calpain inh 27.

Nothing new here: entries from further up.
Screening COc1ccc(-n2cnc3scc(-c4ccc(OC)c(OC)c4)c3c2=O)cc1 returned Runt-SMMHC FRET 2, p97 ATPase inh 1, EBV gp42 inh -13, NCF1 inh -3, TbHK1 inh -6, Furin inhibitor -16, RBBP9 inhibitor -4, Runt-CBFb FRET 0 and m-calpain inh -8.
`CCCOc1ccc(NC(=O)CC2Nc3ccccc3NC2=O)cc1` (stereo not drawn) gave Runt-SMMHC FRET 2, p97 ATPase inh 6, EBV gp42 inh -25, NCF1 inh -4, TbHK1 inh 0, Furin inhibitor -18, RBBP9 inhibitor 1, Runt-CBFb FRET -1 and m-calpain inh -31.

Assay outcomes deposited in PubChem BioAssay by several laboratories.
